SKKanGAS inh – blocks kanamycin growth of S. pyogenes SKKanGAS strain; actives 1.3% (n = 300,000); BacTiter-Glo, 6 h; inhibition, % at 7.5 µM;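 active = mean replicate score, as percent of positive control median, at least 50; inconclusive = mean below 50 but one replicate at or above 50; inactive = mean and every replicate below 50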;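 note: strain carries kanamycin resistance gene driven by streptokinase promoter and grows in 40 µg/ml kanamycin; loss of luminescence reflects streptokinase promoter inhibition or plain growth inhibition; 0% = median of DMSO wells and 100% = positive control at its reference dose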
HIF activator – HIF pathway transcriptional activation; actives 0.32% (n = 300,000); U2OS HRE-luciferase reporter, luminescence; normalized: DMSO 0%, desferrioxamine 100%; activation, % at 7.5 µM (by protocol);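 active = mean activation of at least 10% of the iron chelator positive control signal, with at least half of replicates also reaching 10%; inconclusive = mean and replicate majority disagree about reaching 10%; inactive = mean and most replicates under 10%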
TRPC4 PAM – allosteric potentiators of mouse TRPC4 channel | Q9QUQ5 | B-score at 10 µM | HEK293 TRPC4beta/mu-opioid, DAMGO EC20, Fluo-4 Ca2+ flux; stronger effect = higher value | actives 0.42% (n = 310,000);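 active = B-score of calcium response area above 5 SD of library B-scores, with initial fluorescence ratio within 5 SD of library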;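 note: B-score of integrated fluorescence ratio over time as area under calcium response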
TRPC4 act – activators of mouse TRPC4 channel | Q9QUQ5 | HEK293 TRPC4beta/mu-opioid, Fluo4 calcium fluorescence; stronger effect = higher value | B-score at 10 µM | actives 0.49% (n = 310,000) | AID 2237;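 active = B-score above 5 SD of library B-scores, and initial fluorescence ratio not above library mean plus 5 SD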;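 note: positive B-score marks a calcium rise read as TRPC4 activation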
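Material: TRPC4beta and mu-opioid receptor HEK293 stable cells | Incubation: 45 min room-temperature Fluo4 loading, 110 s read | Detection: Kinetic Fluo4 calcium fluorescence | Measure: Integrated baseline-normalised fluorescence ratio, converted to per-well B score | Benchmarks: Low control buffer alone, high control maximal DAMGO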
IEC-6 tox – kills IEC-6 intestinal cells in KLF5 counter-screen; IEC-6 cytotoxicity, luminescence viability; inhibition, % at 5 µM; actives 0.78% (n = 290,000); in the data active = inhibition above about 22%;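 note: 0% = plate median of test compound wells and 100% = cytotoxic reference compound wells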
TRPC6 act – mouse TRPC6 channel activation; B-score at 10 µM; HEK293-TRPC6 membrane potential dye fluorescence; stronger effect = higher value; Q61143; actives 0.13% (n = 310,000);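 active = B-score of the integrated fluorescence ratio above library mean plus 3 SD, and starting fluorescence ratio within library mean plus 5 SD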;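 note: higher score means more depolarization so channel activation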
Target sequence (Q61143 whole entry, looked up): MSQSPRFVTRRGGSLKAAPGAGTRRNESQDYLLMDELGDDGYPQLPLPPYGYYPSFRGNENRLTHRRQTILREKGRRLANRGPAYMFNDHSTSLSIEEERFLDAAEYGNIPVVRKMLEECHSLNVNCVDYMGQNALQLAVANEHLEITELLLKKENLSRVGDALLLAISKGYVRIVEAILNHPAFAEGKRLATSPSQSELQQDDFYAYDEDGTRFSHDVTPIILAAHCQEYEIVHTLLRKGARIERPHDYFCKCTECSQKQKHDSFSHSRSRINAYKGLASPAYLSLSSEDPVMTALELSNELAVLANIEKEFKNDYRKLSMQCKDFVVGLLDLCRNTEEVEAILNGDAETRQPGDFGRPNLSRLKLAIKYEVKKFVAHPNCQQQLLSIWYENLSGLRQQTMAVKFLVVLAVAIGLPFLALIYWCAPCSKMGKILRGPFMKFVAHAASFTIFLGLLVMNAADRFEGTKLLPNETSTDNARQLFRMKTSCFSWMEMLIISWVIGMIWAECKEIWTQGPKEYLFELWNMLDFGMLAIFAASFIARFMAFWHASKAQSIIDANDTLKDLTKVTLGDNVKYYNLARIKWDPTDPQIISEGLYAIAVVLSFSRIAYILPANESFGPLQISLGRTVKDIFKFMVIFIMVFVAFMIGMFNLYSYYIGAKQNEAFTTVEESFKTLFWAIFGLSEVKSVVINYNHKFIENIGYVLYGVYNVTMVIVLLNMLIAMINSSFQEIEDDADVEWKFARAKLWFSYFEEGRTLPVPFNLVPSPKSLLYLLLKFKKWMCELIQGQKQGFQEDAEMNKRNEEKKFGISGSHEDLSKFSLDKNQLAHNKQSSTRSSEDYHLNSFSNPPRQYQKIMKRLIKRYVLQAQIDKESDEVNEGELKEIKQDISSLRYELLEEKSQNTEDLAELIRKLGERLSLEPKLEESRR
MrgX1 antag – antagonists of human MrgX1 receptor; Q96LB2; MRGX1-HEK293 calcium flux, Fluo-4, BAM8-22 antagonism; stronger effect = lower value; B-score at 10 µM; actives 1.3% (n = 310,000); AID 588676;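 active = calcium-response B-score plate-corrected more than 3 library SD below zero, starting fluorescence within 5 deviations, no agonist response on first addition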;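 note: peak minus trough fluorescence over baseline after final BAM8-22 challenge near maximal dose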
aSyn UTR inh – 5' untranslated region of α-synuclein, MLPCN primary screen | alpha-synuclein 5'UTR reporter, inhibitor activity | inhibition, % (tested at 7.5 µM) | actives 0.82% (n = 300,000) | AID 1813; in the data active = inhibition above about 60%; inconclusive = no clear call, values can overlap the other calls;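 note: H4 neuroglioblastoma cells stably carrying SNCA 5'UTR luciferase fusion; 0% = DMSO wells and 100% = positive control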
TRPC6 inh – mouse TRPC6 channel inhibition | HEK293-TRPC6, membrane potential dye, ACh-evoked depolarization; stronger effect = lower value | B-score at 10 µM | actives 1.1% (n = 310,000) | AID 2553;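 active = B-score under library mean minus 3 SD, initial fluorescence not abnormally high, positive integrated signal ratio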;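 note: B-score derived from integrated fluorescence ratio over the kinetic read; more negative B-score means stronger inhibition of depolarization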
TRPC4 block – inhibitors of mouse TRPC4 channel; HEK293 TRPC4beta/mu-opioid, DAMGO-evoked Fluo4 calcium flux; stronger effect = lower value; Q9QUQ5; AID 2247; actives 0.39% (n = 300,000); B-score at 10 µM;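 active = B-score over 3 SD under the library average, no early fluorescence shift, positive overall ratio signal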
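Material: HEK293 cells with stable TRPC4beta plus mu-opioid receptor expression / Probe or stimulus: DAMGO in two steps, submaximal then maximal / Compound: single concentration per test compound / Technique: kinetic Fluo4 fluorescence imaging of calcium influx / Read-out: per-well B score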
KLF5 inh – suppresses KLF5 promoter-driven expression | actives 0.23% (n = 290,000) | inhibition, % at 5 µM | AID 1700 | DLD-1 KLF5 promoter-luciferase reporter, luminescence;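 active = inhibition above a per-plate limit of that plate's mean compound inhibition plus 3 SD, cut at about 60% in these data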;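 note: 0% = DMSO wells and 100% = LY294002 at 200 µM; higher means less KLF5 promoter-driven luciferase light; inactives centre near -14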
* = called active by the depositor; i = inactive; ? = inconclusive; / = not tested or not shown.

SMILES | SKKanGAS inh | HIF activator | TRPC4 PAM | TRPC4 act | IEC-6 tox | TRPC6 act | MrgX1 antag | aSyn UTR inh | TRPC6 inh | TRPC4 block | KLF5 inh
Cc1ccc2nc(-c3ccncc3)cc(C(=O)Nc3ccncc3)c2c1 | 2 | 0.4 | i | i | 4 | i | i | 5 | i | i | -32
O=C(NCCc1cn2ccccc2n1)c1ccc(Br)o1 | -1 | 0.3 | i | i | -2 | i | i | 1 | i | i | -21
C#CCOCCOCCOCCNc1nc(N2CCN(C(=O)[C@H]([C@@H](C)CC)n3cc([C@@H](N)CO)nn3)CC2)nc(N2CCN(C(=O)[C@H]([C@@H](C)CC)n3cc([C@@H](N)CC(C)C)nn3)CC2)n1 | 8 | 1.1 | i | i | -1 | i | i | 10 | i | i | 7
Cc1cc(N2CCN(C)CC2)nc2ccc(NC(=O)CCC3CCCC3)cc12 | 2 | 0.6 | i | i | 7 | i | i | -56 | i | i | -12
O=C(NC(=S)N1CCN(C(c2ccccc2)c2ccccc2)CC1)c1ccc(S(=O)(=O)N2CCOCC2)cc1 | 66* | 0.4 | i | i | 2 | i | i | 20 | i | i | 11
Cc1cc(C)n(-c2ccc(C(=O)Nc3sccc3C(N)=O)cc2)n1 | 0 | 2.3 | i | i | -4 | i | i | -139 | i | i | -174
Cc1ccc(OCC(=O)NCCNC(=O)c2ccc(C)nc2)cc1 | 1 | -0.6 | i | i | 2 | i | i | -20 | i | i | -3
CCc1sc(C(C2C(=O)CC(C)(C)CC2=O)C2C(=O)CC(C)(C)CC2=O)cc1[N+](=O)[O-] | -5 | 0.1 | i | 95* | -2 | i | i | 3 | i | i | -21
O=S(=O)(CCc1nc2ccccc2o1)c1ccc(Cl)cc1 | -10 | 0.2 | i | i | -2 | i | i | -1 | i | i | -9
COc1ccc(N(Cc2cc3ccccc3[nH]c2=O)C(=O)C2CCCO2)cc1 (stereo not drawn) | 2 | 0.4 | i | i | 3 | i | i | 16 | i | i | -41
COc1cc(OC)cc(-n2nnnc2SCC(=O)N2CCCc3ccccc32)c1 | 0 | / | i | i | 0 | i | i | 1 | i | i | -12
CCC(C)[C@H](NC(=O)NCc1ccccc1Cl)C(=O)O (stereo partly drawn) | -13 | -0.3 | i | i | 1 | i | i | 3 | i | i | -20
CNC(=S)NCCC(c1ccccc1)c1ccccc1 | -6 | -0.3 | i | i | 3 | i | i | 27 | i | i | 3
CCn1cnc2sc(C(=O)N3CCN(c4ccc(OC)cc4)CC3)c(C)c2c1=O | 5 | -1.1 | i | i | -3 | i | i | 22 | i | i | -1
O=C(Nc1ccc(S(=O)(=O)Nc2ncccn2)cc1)c1ccco1 | 0 | 0.6 | i | i | -2 | i | i | 9 | i | i | -13

By substructure: those above with a furan ring, fused or not.
SMILES | SKKanGAS inh | HIF activator | TRPC4 PAM | TRPC4 act | IEC-6 tox | TRPC6 act | MrgX1 antag | aSyn UTR inh | TRPC6 inh | TRPC4 block | KLF5 inh
O=C(NCCc1cn2ccccc2n1)c1ccc(Br)o1 | -1 | 0.3 | i | i | -2 | i | i | 1 | i | i | -21
O=C(Nc1ccc(S(=O)(=O)Nc2ncccn2)cc1)c1ccco1 | 0 | 0.6 | i | i | -2 | i | i | 9 | i | i | -13

New compounds follow
SMILES | SKKanGAS inh | HIF activator | TRPC4 PAM | TRPC4 act | IEC-6 tox | TRPC6 act | MrgX1 antag | aSyn UTR inh | TRPC6 inh | TRPC4 block | KLF5 inh
COc1ccc(OCCC(=O)Nc2cc(C)on2)cc1 | -4 | 0.0 | i | i | -10 | i | i | 12 | i | i | 5
CC(=O)Nc1nc2c(s1)C(=O)NCC(C)(C)C2 | 4 | 0.3 | i | i | 6 | i | i | -18 | i | i | -5
CCCCN(CC)CCCNC(=O)CS(=O)(=O)Cc1nc(-c2cccc(OC)c2)oc1C | -4 | -0.5 | i | 56* | 6 | i | i | -4 | i | i | -16
Cc1ccc(C(=O)OCCn2cc(C#N)c(=O)[nH]c2=O)cc1 | -15 | 0.2 | i | i | -6 | i | i | 12 | i | i | -15
CC(C)=CCc1c(O)ccc(C(=O)Cc2ccccc2)c1O | 23 | 0.4 | i | i | -5 | i | i | 23 | i | i | -27
O=S(=O)(NCc1nc(-c2ccccc2)no1)c1ccc(F)cc1 | ? | -0.2 | i | i | 0 | i | i | 0 | i | i | -34
COc1ccccc1Nc1n[nH]c(=S)s1 | -3 | 0.3 | i | i | -2 | i | i | -17 | i | i | -31
Cc1[nH]cc(Br)c(=O)c1Oc1ncc(C(F)(F)F)cc1Cl | 4 | 0.1 | i | i | 10 | i | i | -5 | i | i | -18
O=C(Nc1ccc(S(=O)(=O)Nc2ncccn2)cc1)c1ccccc1 | -1 | 0.1 | i | i | -2 | i | i | 15 | i | i | 9
CCOC(=O)c1nn(-c2ccccc2)c(-c2ccccc2)c1C(=O)c1ccccc1 | -8 | -0.3 | i | i | -18 | i | i | 33 | i | i | -14
CC1(c2ccc(Cl)cc2)NC(=O)N(CC(=O)N2CCN(S(=O)(=O)c3ccccc3)CC2)C1=O (stereo not drawn) | -6 | 0.2 | i | i | / | i | i | 5 | i | i | /
O=[N+]([O-])c1cccc(-c2nc(-c3ccncc3)no2)c1 | -1 | 1.8 | i | i | -1 | i | i | -89 | i | i | -76
NC(=O)Cc1c[nH]c2cccc(O)c12 | -2 | -0.3 | i | i | -5 | i | i | -31 | i | i | 4
C#CCNC(=O)C1=C[C@@H](c2csc3ccccc23)[C@H](CCCO)[C@@H](OCC)O1 | -1 | 0.0 | i | i | 4 | i | i | 21 | i | i | 5
O=C(Nc1nc(-c2ccc(F)cc2)cs1)c1cccc(N2C(=O)CCC2=O)c1 | 6 | 1.7 | i | i | 1 | i | i | -28 | i | i | -27
COc1ccc(C(=O)NCCn2ccc3ccccc32)c(OC)c1 | -5 | 2.0 | i | i | 0 | i | i | -90 | i | i | 2
Cc1cc(C)n(CC(C)Nc2nc3nonc3nc2N2CCCCC2)n1 (stereo not drawn) | -13 | -0.3 | i | i | -2 | i | i | 18 | i | i | -24
Cc1cc(C)c2nc(Cl)c(CN(Cc3ccco3)C(=O)Nc3ccccc3C)cc2c1 | 11 | -0.5 | i | i | 8 | i | i | 15 | i | i | -62
COc1cc(Cl)c(S(=O)(=O)N2CCN(Cc3ccc4c(c3)OCO4)CC2)cc1Cl | -2 | 0.2 | 37* | i | 0 | i | i | 8 | i | i | -28
Cc1ccc(/C=N/NC(=O)CN(Cc2ccccc2)S(=O)(=O)c2ccc3c(c2)OCCO3)cc1 | 3 | -49 | i | i | 3 | i | i | -7 | i | i | -12
CCN1C(=O)N[C@@H](c2ccccc2)[C@H](C(=O)OC)[C@H]1C | 12 | 1.1 | i | i | / | i | i | -9 | i | i | /
CCc1cc2c(cc3c(=O)n(CC(=O)NCCCN4CCCCCC4)nc(CC)n32)s1 | 13 | 0.0 | i | i | 4 | i | i | 14 | i | i | -15
CC(=O)Nc1ccc(NC(=O)CSc2nnnn2C2CCCCC2)cc1 | -3 | -0.5 | i | i | / | i | i | -15 | i | i | /
Cc1c(NC(=O)/C(C#N)=C/c2ccc(-c3ccc(Cl)c(Cl)c3)o2)c(=O)n(-c2ccccc2)n1C | 1 | 0.5 | i | i | 3 | i | i | 13 | i | i | 0
CC(C)(C)C(=O)Nc1nnc(SCc2ccc(F)cc2)s1 | 5 | 0.7 | i | i | -6 | i | i | -82 | i | i | -87
Cc1nn(C)c(C)c1S(=O)(=O)N1CCC(C(=O)NCCC2=CCCCC2)CC1 | 3 | -0.1 | i | i | -2 | i | i | -10 | i | i | 0
CCOc1ccccc1NC(=S)Nc1ncccc1C | 0 | 2.0 | i | i | -2 | i | i | -24 | i | i | -5
CC1CN(C(=O)CCC(=O)NCc2ccccc2)c2cc(Cl)ccc2O1 (stereo not drawn) | -8 | -0.2 | i | i | -4 | i | i | -2 | i | i | -42
O=C(c1sc2ccccc2c1Cl)N1CCN(c2ccc(F)cc2)CC1 | 14 | -0.3 | i | i | 4 | i | i | 3 | i | i | -2
NC(=S)N/N=C\c1ccccc1OCc1ccccc1 | -4 | -0.4 | i | i | -3 | i | -8.7* | 29 | i | i | -16
COc1ccc(NC(=O)CC(C(=O)O)C(C)c2ccccc2)cc1 (stereo not drawn) | -1 | -0.3 | i | i | 6 | i | i | 15 | i | i | -28
O=C1COc2cc(S(=O)(=O)CCC(=O)N3CCCCC3)c(Cl)cc2N1 | -2 | 0.6 | i | i | 12 | i | i | 12 | i | i | -11
CNC(=O)CC1C(=O)N(C)C(=S)N1NC(=O)c1ccc(Cl)cc1 (stereo not drawn) | 5 | -0.2 | i | i | -1 | i | i | 2 | i | i | -13
C/C(=N/NS(=O)(=O)c1ccc(Cl)cc1)c1cccc(O)c1 | 1 | -0.2 | i | i | -5 | i | i | 0 | i | i | -47
CCc1cc2c(SCC(=O)c3ccc(C)cc3)ncnc2s1 | 8 | 0.1 | i | i | 0 | i | i | -10 | i | i | -28
CCOC(=O)c1c(NC(=O)CN2CCCc3ccccc32)sc(C)c1C | 24 | 1.1 | i | i | -7 | i | i | 8 | i | i | 1
Cc1nc(CNS(=O)(=O)c2cc(F)ccc2F)cs1 | -3 | -0.1 | i | i | 2 | i | i | -2 | i | i | -15
COC(=O)C1(Cc2ccccc2)NC(c2ccccc2C)C2C(=O)N(c3ccc4c(c3)OCO4)C(=O)C21 (stereo not drawn) | 9 | 0.7 | i | i | -4 | i | i | 11 | i | i | -36
CC(C)(C)C(=O)Nc1ccc(C(=O)NNC(=O)c2ccccc2)cc1 | -7 | 0.9 | i | i | -7 | i | i | 8 | i | i | -16
COc1ccc(OC)c(CN2C(=O)CCC2(C)C(=O)NC2CCCCCC2)c1 (stereo not drawn) | -5 | -0.3 | i | i | 0 | i | i | -2 | i | i | 8
Cc1noc(NS(=O)(=O)c2ccc(N/C=C/C(=O)c3ccccc3)cc2)c1C | -5 | 0.3 | i | i | 1 | i | i | -30 | i | i | -26
C#Cc1cccc(C(=O)NC2CCCN(C3Cc4ccccc4C3)C2)c1 (stereo not drawn) | 0 | -0.1 | i | 188* | 4 | i | i | -2 | i | i | -22
O=[N+]([O-])c1ccc(OC/C=C2\Oc3ccc([N+](=O)[O-])cc3C2N2CCOCC2)cc1 (stereo not drawn) | 1 | -0.4 | i | i | 2 | i | i | 13 | i | i | -38
